# S1P3 antagonist – blocks the human S1P3 receptor | CHO S1P3 NFAT-BLA reporter, FRET fluorescence, antagonist mode | hit rate 0.27% among 170,000 | inhibition, % at 4.98 µM;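 active = inhibition above the plate cutoff, the mean inhibition of test wells on that plate plus 3 SD, cut at about 28% in these data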;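 note: cells challenged with S1P at its EC80 of 0.8 µM; blue over green emission ratio from cleaved BLA substrate after 4 h stimulation; 0% = S1P-stimulated wells and 100% = unstimulated DMSO-only wells; some compounds past the cut are filed as inactive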
# Target sequence (Q99500 whole entry, looked up): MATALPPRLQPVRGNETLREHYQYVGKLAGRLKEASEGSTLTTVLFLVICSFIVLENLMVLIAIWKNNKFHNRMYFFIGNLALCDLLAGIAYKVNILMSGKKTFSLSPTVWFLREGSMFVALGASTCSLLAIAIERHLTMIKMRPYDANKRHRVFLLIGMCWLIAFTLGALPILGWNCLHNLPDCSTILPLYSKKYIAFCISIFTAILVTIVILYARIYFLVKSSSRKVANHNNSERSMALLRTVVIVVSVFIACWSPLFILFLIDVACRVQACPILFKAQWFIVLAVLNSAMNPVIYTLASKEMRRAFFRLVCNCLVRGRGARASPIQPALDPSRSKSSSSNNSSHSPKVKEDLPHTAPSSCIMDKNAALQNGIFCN
# Hsp70 act – transcriptional activators of Hsp70 | HeLa Hsp70 promoter luciferase reporter, luminescence; scaled: vehicle 0, proteasome-inhibitor control 100% | activation, % at 10 µM | hit rate 0.04% among 200,000 | AID 1203;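 active = activation above the mean across all tested compounds plus 3 SD, cutoff set per campaign, cut at about 5.5% in these data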;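 note: 100% = MG132 at 30 µM as the positive control and 0% = DMSO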
# Efa HMGR inh – blocks class II HMG-CoA reductase of Enterococcus faecalis. hit rate 0.41% among 190,000. AID 1066. inhibition, % at 10 µM. purified E. faecalis HMGR, NADPH absorbance 340 nm kinetic;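 active = inhibition above a set limit, the median over all tested compounds plus 3 SD, cut at about 9.5% in these data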;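 note: enzyme runs in reverse so mevalonate oxidation gives rising NADPH absorbance; 0% = complete reaction with DMSO and 100% = background rate lacking mevalonate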
# RAM network inh – blocks the yeast RAM network; AID 868; inhibition, % at 50 µM; S. cerevisiae dse1pr::URA3 reporter, 5-FOA growth OD615, 2 d; analog-sensitive cbk1-as2 kinase mutant strain; hit rate 1.8% among 190,000;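 active = inhibition above a set limit, 3 SD over mean compound inhibition, cut at about 8.4% in these data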;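 note: 0% = DMSO-only wells with no growth and 100% = 10 µM 1-NA-PP1 full growth; inhibition rescues growth on 5-FOA so higher OD means more RAM inhibition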
# TNAP inh hi DEA – inhibitors of human TNAP at high phosphate acceptor concentration | hit rate 0.03% among 200,000 | purified TNAP, CDP-star luminescence, 1 M DEA | P05186 | inhibition, % at 20 µM;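 active = over 50% inhibition of tissue-nonspecific alkaline phosphatase at 20 µM in the single-dose screen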;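 note: plate controls were DMSO wells for no effect and EDTA-quenched wells as full inhibition for full effect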
# Target sequence (P05186 whole entry, looked up): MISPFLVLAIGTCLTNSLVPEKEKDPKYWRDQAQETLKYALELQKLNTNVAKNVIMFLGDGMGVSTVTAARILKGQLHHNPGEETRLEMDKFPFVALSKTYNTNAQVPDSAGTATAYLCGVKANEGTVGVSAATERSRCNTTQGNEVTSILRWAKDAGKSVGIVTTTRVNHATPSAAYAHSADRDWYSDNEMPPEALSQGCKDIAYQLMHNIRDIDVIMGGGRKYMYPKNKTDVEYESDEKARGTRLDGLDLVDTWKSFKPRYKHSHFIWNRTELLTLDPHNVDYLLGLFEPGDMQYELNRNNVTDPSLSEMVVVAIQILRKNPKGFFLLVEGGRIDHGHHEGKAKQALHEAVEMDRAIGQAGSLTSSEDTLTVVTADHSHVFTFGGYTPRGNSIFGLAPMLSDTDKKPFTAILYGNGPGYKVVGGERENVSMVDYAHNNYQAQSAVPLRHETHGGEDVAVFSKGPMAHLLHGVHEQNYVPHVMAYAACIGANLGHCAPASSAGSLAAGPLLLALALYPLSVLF
# PMI activator – activators of human phosphomannose isomerase; purified human PMI, coupled resazurin fluorescence, 20 min; stronger effect = higher value; 1 = vehicle control, 0 substrate-free wells; activation factor at 20 µM; hit rate 0.005% among 190,000;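 active = activation factor of 2 or more at 20 µM, relative to plate controls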
# TNAP inh no acc – TNAP (human) inhibition, acceptor-free conditions. P05186. purified TNAP, CDP-star luminescence, 30 min. inhibition, % at 20 µM. hit rate 0.26% among 200,000. AID 1012;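 active = tissue-nonspecific alkaline phosphatase inhibition above about 50% at 20 µM in the single-dose screen, limit read from the data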;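 note: 0% = DMSO negative control and 100% = EDTA positive control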
# L major viab – reduces viability of Leishmania major promastigotes. resazurin fluorescence viability. inhibition, % at 10 µM. hit rate 9% among 200,000. AID 1063; in the data active = inhibition above about 50%;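 note: promastigotes grown with compound for 44 hours at 28 °C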
# DTT redox prof – compounds producing H2O2 with reducing agent – biochemical, NIH compound library profiling, artefact control for MLSCN library redox annotation, primary screen; DTT-dependent redox cycling H2O2, phenol red/HRP absorbance; 100% = 100 µM peroxide control, 0% = buffer; activation, % at 10 µM; hit rate 0.03% among 200,000;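 active = activation of at least 50% relative to the plate's high and low controls in the primary single-dose screen; inactive = activation below 50%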;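 note: compound incubated with DTT at 0.8 mM final as the reducing agent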
# PMI act satM6P – activators of human phosphomannose isomerase at near-saturating mannose 6-phosphate | P34949 | coupled PMI enzyme assay, resazurin fluorescence, 20 min; stronger effect = higher value; 1 = untreated enzyme, 0 = substrate-free blank | activation factor at 20 µM | hit rate 0.34% among 190,000 | AID 1216;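 active = activation factor of 2 or more at 20 µM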
#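 Material: human phosphomannose isomerase with PGI, G6PDH, diaphorase coupling enzymes; amount: PMI at 15 ng/mL final; also added: Mannose-6-phosphate 1.0 mM (near-saturating) plus 0.22 mM NADP+; incubation: enzyme reaction with compound 20 min at room temperature; signal: resorufin fluorescence (Ex 544/Em 590 nm) from resazurin via diaphorase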
# * hit, by the source's call; . = no result given.
SMILES,S1P3 antagonist,Hsp70 act,Efa HMGR inh,RAM network inh,TNAP inh hi DEA,PMI activator,TNAP inh no acc,L major viab,DTT redox prof,PMI act satM6P
CCOc1ccc(CNC(=O)CCCOc2cc(=O)n(C)c3ccccc23)cc1,.,-0.2,1,1.4,4,1.1,-18,3,-1.1,1.1
CCc1cccc2c(C(=O)Cn3nnc(-c4ccc(OC)c(OC)c4)n3)c[nH]c12,.,-0.3,-1,1.3,-4,0.9,-7,14,0.1,0.9
Cc1nn(Cc2ccccc2)c(C)c1NC(=O)CSc1nc(-c2ccccc2)nc2c1cnn2-c1ccccc1,.,0.0,0,2.3,-2,0.9,-7,-2,2.5,1
Nc1nnc(CSCc2cccc(Br)c2)s1,3,-0.3,-4,1.2,-8,1,-20,4,-0.3,1
O=C1[C@@H]2[C@H](Cc3ccc(O)cc3)N[C@]3(C(=O)Nc4ccccc43)[C@@H]2C(=O)N1c1ccc(F)cc1,15,-0.1,0,1.0,-9,0.9,-11,6,1.3,1
Oc1ccc(Br)cc1/C=N/Nc1ncc(-c2ccccc2)cn1,5,-0.2,1,3.4,4,1.1,-25,-9,-0.4,1.1
O=C(O)c1ccc(S(=O)(=O)c2ccc3c(c2)C(=O)N(NC(=O)c2ccc(O)cc2)C3=O)cc1,0,0.0,-1,0.1,-6,1.1,-6,-8,0.3,1
Cc1ccc(Cl)cc1N1CCN(Cc2nnnn2Cc2ccco2)CC1,-6,-0.2,-4,2.3,-7,0.9,-10,5,-0.1,0.9
Cn1c(/C=N/Nc2nc3ccccc3[nH]2)nc2ccccc21,20,0.7,-5,1.1,8,1.1,-67,101*,-1.7,1
OCC#Cc1ncc(C(F)(F)F)cc1Cl,8,-0.1,-1,7.7,-6,1.1,-8,-9,-1.3,1.1

# The last two records of the part before come first, to join the parts.
SMILES,S1P3 antagonist,Hsp70 act,Efa HMGR inh,RAM network inh,TNAP inh hi DEA,PMI activator,TNAP inh no acc,L major viab,DTT redox prof,PMI act satM6P
Cn1c(/C=N/Nc2nc3ccccc3[nH]2)nc2ccccc21,20,0.7,-5,1.1,8,1.1,-67,101*,-1.7,1
OCC#Cc1ncc(C(F)(F)F)cc1Cl,8,-0.1,-1,7.7,-6,1.1,-8,-9,-1.3,1.1
COC(=O)Cc1c(C)nc2nc(-c3cccnc3)[nH]n2c1=O,2,0.0,-5,1.4,-10,1.1,-2,-5,-1.5,1.2
COc1ccc(OC2C(=O)N(c3ccc(C)c(C)c3)C2c2ccc(OC)c(OC)c2)cc1 (centres undefined),7,-0.1,3,7.5,-4,0.9,-11,9,0.3,0.9
CC1(C)NC(=O)N(CCOCCOc2ccccc2-c2ccccc2)C1=O,-15,0.1,4,0.0,-4,1,-6,-1,-0.7,1
O=C(NCCc1ccccc1)C1CCCN1C(=O)NCc1ccccc1 (centres undefined),6,-0.2,-3,0.9,-4,0.9,-10,0,0.3,0.9
Nc1nc(-c2ccc3c(c2)CCCC3)cs1,.,0.0,0,0.1,-9,1.1,-3,7,-0.9,1.2
COc1ccc(C(=O)NCC(=O)OCC(=O)NC(=O)NC2CCCCC2)cc1OC,-36,0.5,-4,-1.5,-4,1,7,-3,1.9,1
CN(CC(O)CON=C1c2ccccc2-c2ccccc21)S(=O)(=O)c1ccc(Br)cc1 (centres undefined),-1,-0.4,-9,9.3*,0,0.9,-13,100*,2.7,0.9
COc1ccc(NC(=O)CN2CCN(c3ccccc3)CC2)cc1,-3,-0.3,1,0.6,0,1,-7,1,-0.6,1
CCOc1ccc(CCNc2nc3c(c(=O)n(C)c(=O)n3C)n2CC)cc1OCC,23,-0.3,-4,0.8,2,0.9,-7,-3,3.2,0.9
COc1ccccc1/C=c1\sc2nc(-c3cccs3)nn2c1=O,7,-0.3,.,.,.,.,.,-11,3.5,.
CCOC(=O)N/N=C/c1ccc(F)cc1,.,-0.5,-2,0.9,-3,1,-6,-2,-3.7,0.9
CCn1cc(C(=O)NCCCN2CCCC2)c(=O)c2cc(S(=O)(=O)N3CCc4ccccc4C3)ccc21,-17,-0.1,1,-0.8,-2,1,-2,46,0.5,0.9
S=C(Nc1ccccc1)Nn1cnnc1,-5,0.0,-5,2.7,-1,0.5,11,-6,0.1,0.8
CC(C)(C)n1nnnc1C(c1cccnc1)N(Cc1ccccc1)Cc1cccs1 (centres undefined),.,0.1,5,1.0,-3,0.9,-9,96*,0.3,0.9
Clc1ccc(-c2nc3ncccn3c2Nc2ccc3c(c2)OCCO3)cc1,.,-0.1,3,3.6,-4,1,-12,-8,1.8,1.1
CC(C)Nc1nc(NC(C)(C)C)nc(Oc2ccc(=O)n(C)n2)n1,-27,-0.1,3,2.9,-4,.,-3,-3,0.3,.
CC(=O)N1CCCc2cc(S(=O)(=O)CCC(=O)N3CCN(c4ccccc4)CC3)ccc21,.,-0.3,0,1.5,-5,0.9,-19,-3,-1.1,1
C=CCn1c(COc2ccccc2)nnc1SCC(=O)N/N=C/c1cc(Cl)ccc1O,.,-0.5,2,2.2,-6,1,-4,-10,-0.7,1.1
O=C(NCc1cccnc1)c1ccc(CN2CCc3ccccc3C2)cc1,.,-0.3,-2,2.3,-3,1,-9,63*,3.0,0.9
CCn1c(C)cc(/C=C2/NC(=O)N(Cc3ccccc3F)C2=O)c1C,8,-0.2,-3,2.5,-4,1,-15,-6,-0.2,1
CCn1c(SC)nnc1-c1sc2cc(Cl)ccc2c1Cl,5,0.0,0,-0.9,0,0.9,-4,87*,-0.5,0.9
Cc1cccc(Nc2n[nH]c(=S)s2)c1C,.,-0.3,-3,0.1,-3,0.9,9,-6,-1.9,1.3
O=C(COc1ccccc1Cl)Nc1cccnc1,-6,0.2,-1,1.7,-10,1.2,-11,-2,-0.7,1.2
Cc1cc(=O)oc2cc(OC(C)C(=O)Nc3nccs3)ccc12 (centres undefined),1,-0.4,3,2.4,1,1,-6,9,0.3,1
O=C(NCCCN1CCOCC1)c1ccc(Sc2ccccc2Cl)c([N+](=O)[O-])c1,-8,-0.1,0,0.3,-1,1,-8,94*,0.4,1
Cc1cc2n(n1)C(c1ccccc1)CC(c1ccc(Br)cc1)=N2 (centres undefined),16,-0.1,-7,2.7,-1,1.1,1,-2,-0.3,1
CC(C)OC(=O)C1=C2SCC(=O)N2C(N)=C(C#N)C1,.,-0.2,1,-0.3,-2,0.8,-19,-7,1.6,0.9
CNC(=O)CN1C(=O)c2ccccc2S1(=O)=O,5,0.1,2,2.7,-7,1,-17,-2,-1.4,0.9
COc1ccc(N2CCN(C(=O)c3ccc(COc4ccc5c(C)cc(=O)oc5c4)cc3)CC2)cc1,-8,0.3,3,5.6,-3,1,-7,-4,2.4,1
Cc1cccc(NC(=O)c2ccc3ccccc3n2)c1C,.,0.5,3,2.2,-2,0.9,-8,-1,1.7,0.9
O=C(NC1CCCCC1)c1ccc(S(=O)(=O)c2ccccc2Cl)c([N+](=O)[O-])c1,-10,-0.4,0,0.5,0,0.9,3,3,-0.3,0.9
CCOC(=O)c1cc2c(c(CSc3nc4ccccc4c(=O)n3Cc3ccco3)c1)OCOC2,0,-0.8,-1,3.4,-4,0.8,-11,1,3.4,0.8
COc1ccc(NC(=O)CC2S/C(=N\c3nccs3)N(C)C2=O)cc1 (centres undefined),-4,-0.1,-1,4.0,-5,0.9,-6,-4,2.7,0.9
N#CCC(=O)N1CCn2c1nc1ccccc12,-18,1.5,-3,0.4,-5,0.9,-2,-4,2.5,0.8
O=C(c1ccc2ccccc2n1)N1CCN(c2ccccc2O)CC1,.,0.8,-3,1.2,-1,0.9,-14,-10,1.5,0.7
CCOc1cc(/C=C2/SC(=S)N(CC3CCCO3)C2=O)ccc1O (centres undefined),12,-0.3,-2,3.9,52*,0.9,33,13,-1.0,0.7
N#Cc1cn(CC(=O)N2CCc3ccccc3C2)c2ccccc12,.,0.1,-8,0.7,-3,0.9,-12,32,0.6,1
COC(=O)c1ccc(C)c(NC(=O)c2c(-c3ccccc3)noc2C)c1,-23,-0.1,-7,2.2,-4,0.8,-8,8,-2.1,0.9
COc1cc(SC#N)ccc1N=Cc1c(C)[nH]n(-c2ccc(C)cc2C)c1=O,.,-0.3,0,0.8,0,0.9,-12,56*,0.1,0.9
COc1ccc(N2CC(NC(=O)NCCC(C)C)CC2=O)cc1 (centres undefined),-15,-0.4,-8,0.9,4,1,18,-4,-0.4,1.2
COc1ccc2cc(C(c3nnnn3C(C)(C)C)N3CCc4ccccc4C3)c(=O)[nH]c2c1 (centres undefined),7,0.4,-1,0.7,-6,1,-16,99*,-0.9,1.5
CCc1ccc(C2C(C(C)=O)=C(C(=O)OC)Nc3nnnn32)cc1 (centres undefined),.,-0.4,-2,2.3,-4,1.3,-2,-6,2.5,1.3
CC(=O)Nc1ccc(NC(=O)c2ccc([N+](=O)[O-])cc2Cl)cc1,-1,0.2,-2,2.0,1,1.2,-6,34,-0.1,1.1
Cc1ccc(NC(=O)CC2=NC(=O)C(CC(=O)Nc3ccccc3F)S2)cc1 (centres undefined),0,0.1,4,5.3,-9,1,-35,6,-0.9,1
Fc1c(F)c(F)c(CSc2nc3ccccc3[nH]2)c(F)c1F,9,0.0,-7,1.9,-3,0.8,-18,18,6.8,0.9
Cc1ccc(OCC(=O)N/N=C/c2cc([N+](=O)[O-])ccc2N2CCCCC2)cc1,-4,-0.2,-1,3.0,1,0.9,-3,96*,-0.2,0.9
Cc1ccc(SCCN2C(=O)NC(C)(C)C2=O)cc1,-2,-0.4,-6,0.7,-3,0.9,-8,0,0.1,0.9
O=C(NCCC(c1ccccc1)c1ccccc1)c1cnccn1,0,0.1,-1,0.4,-3,1.1,-15,-9,-0.1,1
COc1ccc(Cl)cc1NC(=O)c1nc2nc(C)cc(C(F)F)n2n1,13,-0.3,3,0.2,-8,1,-16,-7,-2.8,1
Cc1ccc(-n2c(C)cc(/C=N/NC(=O)c3ccc(CN4CCOCC4)cc3)c2C)cc1,.,-0.1,-1,2.5,-1,1,-8,53*,1.5,1

# Remaining list, next part
SMILES,S1P3 antagonist,Hsp70 act,Efa HMGR inh,RAM network inh,TNAP inh hi DEA,PMI activator,TNAP inh no acc,L major viab,DTT redox prof,PMI act satM6P
CCN1C(=O)/C(=C2/C=Cc3cc(C)ccc3N2CC)N(C)C1=S,6,-0.3,-7,0.6,41,0.8,45,11,0.3,0.9
CCc1cccc2c1NC(=O)[C@]21[C@@H]2C(=O)N(Cc3ccccc3)C(=O)[C@@H]2[C@@H]2CCCN21,20,0.3,0,0.2,-1,1.1,-4,41,2.9,0.9
COC(=O)c1cccc(NC(=S)Nc2cc(Cl)ccc2OC)c1,-15,0.0,-3,0.4,-6,0.8,-8,12,1.1,0.9
C#CCNC(=O)C1=C[C@@H](c2ccc(Br)cc2)C[C@@H](OCCCCO)O1,-13,0.8,-5,1.0,-8,1.1,-7,4,-0.5,0.7
CCOC(=O)/C(C#N)=C\c1ccc(N2CCN(C/C=C/c3ccccc3)CC2)cc1,0,-0.4,-8,0.2,10,0.8,6,21,0.0,0.9

# Screening results from PubChem.

# The order is random; about 12% have a hit in one of these screens.
